SR-BI DiI inh = inhibitors of SR-BI mediated HDL lipid uptake, primary screen, ldlA[mSR-BI] cells, fluorescence, single point; Scavenger receptor class B member 1 (Mus musculus), Q61009; 0.96% of 320,000 active; inhibition, % at 12.5 µM; ldlA[mSR-BI] CHO cells, DiI-HDL uptake fluorescence, 3 h; AID 488896, 2010;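 active means mean replicate inhibition of at least 70% and a set share of replicates each scoring 70 or more; inconclusive means meets just one of the two criteria; inactive means fails both criteria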;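 further: 0% = median of neutral control wells and 100% = median of positive control wells; values of inactives mirror those of a sister screen read the other way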
Target sequence (Q61009 whole entry, looked up): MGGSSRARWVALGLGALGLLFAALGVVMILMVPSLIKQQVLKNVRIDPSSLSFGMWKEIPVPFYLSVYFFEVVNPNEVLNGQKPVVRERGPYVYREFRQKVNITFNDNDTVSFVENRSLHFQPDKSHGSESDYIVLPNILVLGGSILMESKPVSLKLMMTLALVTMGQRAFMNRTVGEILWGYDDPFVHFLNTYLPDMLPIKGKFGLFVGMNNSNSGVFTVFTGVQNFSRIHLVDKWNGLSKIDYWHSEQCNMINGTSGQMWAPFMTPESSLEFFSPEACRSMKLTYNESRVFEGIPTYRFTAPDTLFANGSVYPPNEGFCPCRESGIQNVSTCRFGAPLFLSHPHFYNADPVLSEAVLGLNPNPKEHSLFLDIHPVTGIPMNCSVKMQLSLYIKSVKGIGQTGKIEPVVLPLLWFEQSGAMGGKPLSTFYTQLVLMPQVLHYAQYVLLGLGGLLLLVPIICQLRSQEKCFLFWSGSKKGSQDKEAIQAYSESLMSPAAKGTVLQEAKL
Wnt act = Wnt/beta-catenin pathway activators, primary screen, cell-based, plate reader, single point; activation, % at 9.35 µM; 1.2% of 300,000 active; AID 743398, 2014; Wnt/beta-catenin reporter cell assay, activator; in the data active means activation above about 30%, passing the limit was not always enough; inconclusive means no clear call, values can overlap the other calls;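 further: 0% = neutral control wells and 100% = positive control wells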
AddAB inh = growth inhibition of E. coli expressing H. pylori AddAB, primary screen, AddAB inhibitor project, absorbance | inhibition, % at 11.9 µM | 0.29% of 330,000 active | AID 435030, 2010; in the data active means inhibition above about 12%;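 further: 0% = vehicle wells of infected cells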
phage Ecoli inh = growth loss of phage-infected E. coli, primary screen, RecBCD inhibitor project, absorbance, with phage, HTS | inhibition, % at 11.9 µM | AID 651602, 2012 | 0.26% of 360,000 active; in the data active means inhibition above about 11%
Tat transport = E. coli Tat export inhibitors, primary screen, MC4100, TorA-mCherry reporter, fluorescence, single point. 0.036% of 340,000 active. inhibition, % at 10 µM;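 active means mean replicate inhibition at least 50% and at least half of replicates individually reaching 50%; inconclusive means only one of the two criteria met; inactive means neither criterion met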;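 further: exported cargo escapes ClpAP degradation while cytoplasmic cargo is degraded and loses fluorescence; 0% = median of neutral control wells and 100% = median of NaSCN control wells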
CAL PDZ FP-1 = CAL PDZ peptide-binding inhibitors, primary screen, biochemical, fluorescence polarization, Cer-tagged CAL PDZ, HTS | Golgi-associated PDZ and coiled-coil motif-containing protein (Homo sapiens), Q9HD26 | purified CAL PDZ, TMR-peptide fluorescence polarization, 1 h | inhibition, % at 20 µM | 0.02% of 330,000 active | AID 504414, 2011;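 active means highest replicate inhibition of at least 40%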;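 further: plate controls were DMSO neutral control wells for no effect and unlabeled competitor peptide control wells for full effect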
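Test system: tagged CAL PDZ domain / Buffer or medium: sodium phosphate/NaCl buffer pH 7.4 with TCEP, IgG, Thesit / Reagent: TMR-labelled reporter peptide T*-PRC34 bound in PDZ groove / Compound dosing: single point, 20 µM / Schedule: 1 h incubation at room temperature before polarization reading / Technique: fluorescence polarization (mP) / Benchmarks: unlabelled peptide, DMSO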
E coli growth = E. coli V3065 growth inhibition, primary screen, counter-screen for AddAB inhibitor project, absorbance, OD600. 18 h. 0.27% of 330,000 active. AID 449728, 2010. inhibition, % at 11.9 µM;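 active means inhibition above the campaign's mean inhibition across all tested compounds plus 3 SD, cut at about 9.9% in these data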;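 further: uninfected addAB+ strain grown without phage in ampicillin broth; 0% = DMSO wells and 100% = ciprofloxacin 0.95 µg/ml wells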
CAL PDZ FP-2 = untagged CAL PDZ binding inhibitors, primary screen, biochemical, fluorescence polarization, HTS; Golgi-associated PDZ and coiled-coil motif-containing protein (Homo sapiens), Q9HD26; inhibition, % at 24.9 µM; 0.92% of 300,000 active; AID 602252, 2012; purified CAL PDZ, TMR-peptide fluorescence polarization, 1 h;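 active means mean inhibition of at least 30% with at least half of replicates also reaching 30%; inconclusive means no clear call, values can overlap the other calls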;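 further: 0% = DMSO neutral control and 100% = excess unlabeled competitor peptide PRC23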
MITF TRPM1 HTS = activators of MITF-driven TRPM1 promoter reporter, primary screen, cell-based, SK-MEL-5, luciferase, single point. activation, % at 12.5 µM. 0.75% of 300,000 active. SK-MEL-5 TRPM1-promoter luciferase, 24 h; % of positive control, neutral wells = 0;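 active means mean activation of at least 80% with every replicate also reaching 80%; inconclusive means mean reaches 80% but some replicate falls short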;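 further: 0% = neutral control wells and 100% = parthenolide positive control wells; values of inactives mirror those of a sister screen read the other way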
SR-BI DiI-HDL act = activators of SR-BI mediated DiI-HDL uptake, primary screen, ldlA[mSR-BI] CHO cells, DiI fluorescence | 3 h; 100 = double the neutral-control signal | 0.096% of 320,000 active | AID 504775, 2011 | activation, % at 12.5 µM;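 active means mean replicate activation of at least 60% and every replicate at or above 60%; inconclusive means mean or all-replicate condition met, but not both; inactive means mean below 60% and not all replicates reaching 60%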;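 further: 0% = median plate neutral-control signal and 100% = twice that signal; values of inactives mirror those of a sister screen read the other way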
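Assay system: CHO ldlA[mSR-BI] cells, LDL receptor-null, SR-BI overexpressing; medium: Ham's F12 with 0.5% BSA, HEPES 25 mM, pH 7.4; also added: DiI-HDL 10 µg/mL; timing: 3 h uptake period with compound, 37 °C; signal: DiI fluorescence, bottom read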
* = called active by the depositor; ? = inconclusive; . = no result given. The order is random (roughly 3.6% active in at least one column).

structure,SR-BI DiI inh,Wnt act,AddAB inh,phage Ecoli inh,Tat transport,CAL PDZ FP-1,E coli growth,CAL PDZ FP-2,MITF TRPM1 HTS,SR-BI DiI-HDL act
O=C(c1ccco1)N1CCN(C(=O)C2CCN(S(=O)(=O)c3cnc[nH]3)CC2)CC1,-10,18,0.3,0.2,0,-0.5,-0.2,-1,2,10
COc1ccc(CNC(=O)CN(C(=O)CCC(=O)Nc2ccccn2)c2ccc3c(c2)OCO3)cc1,-6,-1,1.9,1.5,9,-3.8,-1.1,1,2,6
CCC(C(=O)Nc1ccc(OC)c(Cl)c1)c1ccccc1 (stereo not drawn),14,-2,1.4,2.6,11,-0.4,2.4,0,5,-14
CCOc1ccc(CC2CC(=O)NC2=O)cc1 (stereo not drawn),-5,-1,1.4,1.7,-6,-0.1,-2.3,.,.,5
Cc1ccc(C(=O)Nc2sc(C)c(-c3ccccc3)c2C(N)=O)cc1[N+](=O)[O-],.,-15,-0.7,1.1,1,-1.0,-1.7,-2,-19,.
O=C(NCCCN1CCCC1=O)C(=O)NCC1OCCN1S(=O)(=O)c1ccc(Cl)cc1 (stereo not drawn),-7,1,3.0,2.5,-14,0.8,1.8,-3,-8,7
O=C(C1CCN(S(=O)(=O)c2cccc3cccnc23)CC1)N1CCCCC1,-5,-3,1.4,2.3,0,-0.3,-0.9,-3,-5,5
CC(C)N1CCN(Cc2cccs2)CC1CCO (stereo not drawn),-20,-3,.,-0.3,4,-2.6,.,-3,2,20
O=C(Nc1ccc(Cl)cc1)Nc1ccccc1C(=O)O,3,14,3.9,2.7,-9,-2.2,1.3,-18,24,-3
COC(=O)c1cc(Cl)c(NC(=O)c2ccc(C(C)(C)C)cc2)cc1OC,-20,.,-0.3,0.8,-3,-2.2,0.9,0,6,20
O=c1[nH]nc(N/N=C/c2ccc(Cl)cc2Cl)c(=O)[nH]1,-4,3,1.5,3.4,0,-0.3,0.2,-4,-21,4
CCN(CC(=O)Nc1c(F)cccc1F)C(=O)CCC(=O)c1ccc(C)cc1,17,1,0.7,1.3,2,-1.4,1.5,-5,7,-17
CCC1(c2ccccc2)NC(=O)N(Cc2ccc(C(=O)OC)cc2)C1=O (stereo not drawn),-15,-1,4.3,4.8,-3,0.3,0.3,-2,-1,15
Cc1cc(C)cc(NC(=O)C2CCN(S(=O)(=O)c3ccc4[nH]c(=O)ccc4c3)CC2)c1,6,3,1.1,4.0,-7,0.4,-2.0,-2,.,-6
CS(=O)(=O)c1ccccc1-c1nnc(-c2ccc(Cl)cc2)o1,4,1,1.1,3.0,-6,-1.0,-1.6,-2,24,-4
CC(C)NC(=O)Cn1cc(C(=O)C(=O)N2CCOCC2)c2ccccc21,-8,1,2.0,-2.3,3,-3.8,-2.5,-1,-1,8
COc1ccc(NC(=O)/C(C#N)=C\c2cc(C)n(-c3ccc4c(c3)OCO4)c2C)cc1,37,-9,-1.8,0.6,-3,-1.7,-3.0,-4,-12,-37
O=C(c1ccco1)N1CCN(c2nc(-c3ccc(F)cc3)cs2)CC1,5,.,-0.2,2.0,3,-1.9,-0.6,-2,24,-5
Cc1noc(C)c1S(=O)(=O)N(CC(=O)Nc1ccc2c(c1)OCO2)c1ccc(C(C)C)cc1,-4,-3,0.9,2.6,-4,-1.1,-3.0,6,-3,4
CC1=CC(C)(C)N(C(=O)CSc2nnc(N)s2)c2c(C)cc(C)cc21,0,-1,.,2.0,-1,-1.1,.,-2,-10,0
COCCN(C(=S)Nc1cccc(OC)c1)C(C)c1cccs1 (stereo not drawn),33,6,-0.1,1.4,19,-1.2,-1.4,7,-1,-33
Cc1cc(C)c(C)c(S(=O)(=O)NCc2cccnc2)c1C,-12,-1,-0.9,1.4,-6,0.3,1.6,.,-9,12
Cc1c(N=Cc2nc3ccccc3n2C)c(=O)n(-c2ccccc2)n1C,-5,-2,2.4,1.3,11,-0.2,1.0,8,.,5
CN1C(=O)NC(c2cccc(O)c2)C(C(=O)c2cccs2)C1(O)C(F)(F)F (stereo not drawn),-9,.,2.6,.,-1,-1.6,-1.1,0,3,9
COc1ccccc1Nc1nnc(SCC(=O)c2c(N)n(C3CC3)c(=O)[nH]c2=O)s1,52,-4,-1.9,0.7,8,0.4,-2.2,-3,9,-52
Cc1cc(-c2nnc(CCC(=O)NC(Cc3ccccc3)c3ccccc3)o2)no1 (stereo not drawn),-2,-2,0.6,3.4,-4,-1.5,0.3,-2,5,2
CCSc1cnn(-c2ccccc2)c(=O)c1SCC,-6,8,1.6,1.1,1,-3.0,-0.4,1,2,6
Cn1c2c(c(=O)n(C)c1=O)C(NS(=O)(=O)c1ccc(Cl)cc1)(C(F)(F)F)C(=O)N2 (stereo not drawn),-6,.,0.5,2.4,0,-0.1,3.1,2,-13,6
O=Cc1ccc(OC(=O)CCCCC(=O)Oc2ccc(C=O)cc2)cc1,16,2,0.5,2.1,-6,-1.3,1.0,-2,-7,-16
CCC(CC)NC(=O)Nc1ccc(C)cc1,.,4,-1.3,-0.6,-8,-1.1,-0.4,-3,-2,.
CC(C)c1ccc(NC(=O)Nc2cc3sccc3n2C)cc1,36,-4,0.6,1.6,4,-0.3,-4.2,1,.,-36
Cc1ccc(C2/C=C\CC(NC(=O)OCC3c4ccccc4-c4ccccc43)CC(=O)N2Cc2ccccc2)cc1 (stereo not drawn),59,-2,-0.6,1.7,-3,-0.4,-2.1,4,-7,-59
COc1ccc(C(=O)OCC(N)=O)cc1[N+](=O)[O-],-18,-3,4.2,0.9,-3,-0.7,-0.4,0,6,18
OCCNc1nc(-c2ccccc2)nc2ccccc12,16,1,3.4,3.8,-12,-1.7,-2.0,-5,-8,-16
Cc1ccc(S(=O)(=O)Nc2ccc3cn[nH]c3c2)c(C)c1,-3,2,1.0,1.5,9,-1.5,-0.7,-1,-11,3
CCOC(=O)C(NC(C)=O)C(=O)Nc1ccc(C(C)(C)C)cc1 (stereo not drawn),-6,-6,-0.1,2.0,8,-0.5,0.2,-7,18,6
N#CCSc1ccccc1NC(=O)COc1ccc(-c2nnco2)cc1,11,10,2.5,1.1,-5,0.6,0.2,.,2,-11
CCN(CC)C(=O)CSc1nc2cc3c(cc2c(=O)n1Cc1ccc(OC)cc1)OCO3,8,0,2.0,2.8,-6,-3.3,-0.3,0,-4,-8
CC(CC(=O)O)Nc1ccccc1O (stereo not drawn),-26,-5,0.1,3.9,-6,0.4,1.7,3,2,26
Cc1c(C(=O)N2CCN(c3ncccn3)CC2)sc2nc3n(c(=O)c12)CCCC3,-18,-6,3.1,1.3,6,-0.2,0.7,-1,.,18
Cn1c(=O)c([N+](=O)[O-])c(-n2ccnc2)c2ccccc21,2,-1,3.0,3.5,-1,-2.2,0.4,-1,-89,-2
Cn1c(SCc2cccnc2)nnc1-c1c[nH]c2ccccc12,9,1,1.1,1.4,-5,-0.9,3.8,.,.,-9
CCOc1ccc2c(c1)C(N(CCN1CCOCC1)C(=S)Nc1ccccc1OC)CC(C)(C)O2 (stereo not drawn),.,-5,-0.6,2.9,-5,-0.1,0.6,2,9,.
O=C(NNC(=O)c1sccc1-n1cccc1)c1ccc(F)cc1,-44,-1,0.7,2.1,3,-0.7,1.8,.,-9,44
Cc1cc(NC(=O)C(C)SCC(=O)OC(C)C(=O)Nc2ccccc2C)no1 (stereo not drawn),-3,-3,3.2,2.0,2,-0.2,0.3,-3,10,3
Cc1cc(C(=O)O)c(=O)[nH]c1C,-5,.,3.4,0.6,-11,-1.1,-1.5,-6,0,5
O=C(COc1ccccc1[N+](=O)[O-])Nc1cccc(Cl)c1N1CCOCC1,4,-1,3.5,-0.9,-3,-0.8,0.9,.,-16,-4
Cc1ccc(S(=O)(=O)NC(=O)NC(=O)N(C)S(=O)(=O)c2ccc(C)cc2)cc1,-12,-3,1.7,2.8,0,-2.0,-0.9,-5,-3,12
O=C(N/N=C/c1c[nH]c2ccccc12)c1ccc2c(c1)OCCO2,5,2,1.8,1.1,6,0.2,-2.2,.,.,-5
CCC(C)(C)n1nnnc1C(c1ccccc1)N1CCN(Cc2ccccc2)CC1 (stereo not drawn),-29,-5,0.0,3.7,2,-0.4,-1.6,-3,3,29
NC(=O)C(=O)NN=C1CCC(c2ccccc2)CC1 (stereo not drawn),-10,.,1.3,1.9,-5,-1.5,0.3,-2,-3,10
COc1cccc2cc(C(N)=O)oc12,-19,10,3.7,2.7,-3,0.8,1.4,.,11,19
Cc1ccc(S(=O)(=O)N2CCN(C(=O)COC(=O)CC(C)c3ccccc3)CC2)c(C)c1 (stereo not drawn),5,0,.,0.1,1,-1.4,.,-2,0,-5
CC1CC(=O)N(c2ccc(Br)cc2)C(=O)C1,.,1,3.2,1.6,?,0.1,1.1,-3,.,.
COc1nnc(-c2ccc(N3CCOCC3)c(NC(=O)c3ccc(C)cc3)c2)c2ccccc12,22,-2,-0.1,0.6,3,-2.9,1.6,4,.,-22
N#C/C(C(=O)c1ccccc1)=C1/CCCN1,-5,1,2.1,3.4,-2,-0.4,0.2,0,3,5
O=S(=O)(c1cccc(Cl)c1Cl)N1CCN(C(=S)NCCCN2CCOCC2)CC1,1,-3,0.3,-3.4,5,-0.7,1.1,-1,5,-1
COc1ccc(CCNC(=O)CSc2ccc(-c3ccco3)nn2)cc1,-1,-1,-0.1,2.8,8,-0.5,1.8,-2,-13,1
CC[N+](CC)(CC)CC(=O)Nc1ccc(SC(F)F)cc1,-23,-1,-1.4,3.8,-12,0.9,-3.9,4,-7,23
O=C(C1CCC(CNS(=O)(=O)c2ccc(F)cc2)CC1)N1CCOCC1 (stereo not drawn),-26,-2,-3.1,4.1,-15,-0.3,-2.2,9,-8,26

Bioassay records as filed in PubChem.
